Ins promoter up = MIN6 insulin promoter up-regulation. 0.3% of 190,000 active. MIN6 insulin promoter-GFP reporter, high-content imaging; stronger effect = higher value. AID 1625. z-score at 5 µM;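 active = z-score above 3 at 5 µM with at least 500 cells counted in the well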
Autophagy HCS = alters autophagy in cells; MEF GFP-LC3 puncta imaging; test concentration mostly 10 µM; calls only at 10 µM (by protocol); 0.98% of 190,000 active; AID 463193;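 active = percentage of spot-positive cells more than 3 SD above its plate mean, without a fluorescence outlier flag or 80% toxicity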;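 note: spot-positive cell cutoff set from DMSO-treated cells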
PMI inhibitors = inhibitors of human PMI, primary screen, biochemical, fluorescence intensity, coupled assay (AID 1209) | inhibition, % at 20 µM; hits with a dose series show IC50 in µM | purified PMI enzyme, coupled fluorescence intensity; higher % means a stronger effect | 0.42% of 190,000 active;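 note: plate controls were DMSO vehicle for no effect and wells lacking substrate for full effect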
Dynein cargo inh = blocks dynein driven cargo transport along microtubules | 3617.4 mouse cells, GR-EGFP nuclear translocation imaging; test concentration mostly 20 µM; stimulated with dexamethasone, 1 µM; stronger effect = lower value | AID 1381 | z-score, hits read low | 0.47% of 220,000 active;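 active = plate z-score of nuclear minus cytoplasmic receptor signal below a set negative limit, without overly bright fluorescence or cell loss, cut at about -3.5 in these data, passing the limit was not always enough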;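 note: z-score of nuclear minus cytoplasmic ring GR-EGFP intensity difference per well; some compounds called inactive have numbers as strong as hits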
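Buffer or medium – tet-free medium with charcoal-stripped serum · Signal – automated 10x imaging of fixed Hoechst-stained cells · Also added – dexamethasone agonist, 1.0 µM final, for 30 min · Incubation – induction 48 h, compound 1 h, agonist 30 min · Read-out – GR-EGFP nuclear translocation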
Yfh1-depleted yeast = enhancers of respiration in Yfh1-depleted yeast, dose response, Friedreich's ataxia, plus single-dose screen (AID 1465); S. cerevisiae Yfh1-off respiration, WST-1 reduction, 72 h; higher fold induction means a stronger effect; one-dose fold induction at 50 µM; EC50 in µM for titrated hits; 0.074% of 220,000 active;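 active = fold induction of absorbance versus untreated yeast above a set limit, then at least 30% activation at any dose in follow-up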;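 note: activators that raise dye reduction in frataxin-depleted yeast; strong numbers were not always called active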
b-catenin transl = beta-catenin nuclear translocation modulation; 0.3% of 190,000 active; nuclear translocation activity, % at 5 µM; HeLa beta-catenin nuclear translocation, immunofluorescence imaging;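 active = nuclear translocation activity above 50% at 5 µM, with a well cell count of 50 or more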;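 note: per-cell ratio of nuclear to cytoplasmic median beta-catenin stain intensity; plate controls were DMSO negative control for no effect and GSK-3 inhibitor IX positive control for full effect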
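Signal – beta-catenin immunofluorescence imaging with DAPI · Test system – human HeLa cell line · Dosing – 5 µM primary single dose, 0.1% DMSO, 0.02–20 µM confirmation series · Measure – % activation, nuclear-to-cytoplasmic median beta-catenin signal ratio per cell · Incubation – 24 h compound exposure at 37°C, 5% CO2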
WT yeast gro inh = growth inhibition of WT yeast, mitochondrial fusion screen; inhibition, % at 10 µM; AID 1362; mitochondrial fusion phenotypic screen, WT strain; 2.1% of 190,000 active; in the data active = inhibition above about 58%; tested in S. cerevisiae
MT stabilizer = microtubule stabilizers in HeLa cells | HeLa tubulin immunostaining HCS, 24 h; share of cells brighter than vehicle mean+2SD | % tubulin-high responders, % at 10 µM | 0.83% of 200,000 active | AID 2205;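 active = plate Z-score above 3 for both tubulin-high and condensed-nucleus cell shares, with cell loss under 80%, at 10 µM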;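 note: anti alpha tubulin signal scored within the nucleus-defined area of each cell; some results filed as inactive read as strong as hits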
human PMI inhibitors = human PMI inhibitors, high substrate, primary screen, biochemical, fluorescence intensity, high mannose 6-phosphate (AID 1220) | recombinant PMI enzyme, coupled fluorescence intensity; higher % means a stronger effect | 0.66% of 190,000 active | inhibition, % at 20 µM, or IC50 in µM where a hit was titrated
WT yeast gro inh mutant strain = further read-out of WT yeast gro inh, marked with its call; inhibition, %; mitochondrial fusion phenotypic screen, mutant strain inhibition
Dynein cargo inh cytoplasmic EGFP = further read-out of Dynein cargo inh, marked with its call; z-score; measured here: cytoplasmic GR-EGFP intensity; stronger effect = higher value
Dynein cargo inh nuclear GR-EGFP = also measured in Dynein cargo inh; calls as there; z-score; measured here: nuclear GR-EGFP intensity;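 lower value marks the stronger effect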
Dynein cargo inh cell count = recorded beside Dynein cargo inh, whose call it bears; z-score; measured here: cell count per field
Ins promoter up cell count = also measured in Ins promoter up; calls as there; cell count; measured here: cytotoxicity, nuclei count;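 total cells summed across four imaged fields per well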
b-catenin transl cell count 5 µM = second read-out of b-catenin transl, no call of its own (marks repeat the call); cell count; measured here: cell count, cytotoxicity flag
MT stabilizer Hoechst-high % = recorded beside MT stabilizer, whose call it bears; % Hoechst-high responders; measured here: nuclear condensation Hoechst responders;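 share of cells brighter than vehicle mean plus two SD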
MT stabilizer cytotoxicity % = also measured in MT stabilizer; calls as there; toxicity, %; measured here: cytotoxicity by cell density;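 0% = mean cell density of plate MIN control wells and 100% = no cells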
Autophagy HCS cell loss 18 h = also measured in Autophagy HCS; calls as there; toxicity, %; measured here: cell loss, nuclei count;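 cell loss after 18 h compound exposure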
Starred values were filed as active, the others as inactive; i = inactive; . = not tested or not shown. Cut-off read from the data, not from the text of the source, unless noted: active = inhibition above about 50%; inactive = the rest.

SMILES	Ins promoter up	Ins promoter up cell count	Autophagy HCS	Autophagy HCS cell loss 18 h	PMI inhibitors	Dynein cargo inh	Dynein cargo inh cytoplasmic EGFP	Dynein cargo inh nuclear GR-EGFP	Dynein cargo inh cell count	Yfh1-depleted yeast	b-catenin transl	b-catenin transl cell count 5 µM	WT yeast gro inh	WT yeast gro inh mutant strain	MT stabilizer	MT stabilizer Hoechst-high %	MT stabilizer cytotoxicity %	human PMI inhibitors
CCCC(=O)OCCNC(=O)c1cc2ccccc2oc1=O	0.11	1359	i	-10	4%	-0.59	-0.081	-0.07	0.038	i	-9.8	1265	5	-1	5.8	3.4	5.5	-2%
O=C(CN1C(=O)NC2(CCCCCC2)C1=O)NCc1cccs1	0.79	1254	i	0	-11%	-0.73	-0.28	-0.77	0.77	i	-4.4	631	-11	-9	2.4	2.9	6.2	-13%
Cc1c(Cl)cccc1NC(=O)CSc1nnc(CCNC(=O)OC(C)(C)C)o1	.	.	i	-4	5%	-0.67	-0.22	-0.27	1.2	i	0.2	1224	-5	3	1.8	1.4	3.5	4%
O=C(c1cc([N+](=O)[O-])ccc1N1CCOCC1)N1CCOCC1	0.08	1446	i	-6	-5%	-0.16	0.012	-0.36	0.18	i	0.2	1020	-1	1	5.0	3.1	4.7	-2%
O=C(CNC(=O)C1COc2ccccc2O1)N/N=C/c1ccc(O)cc1O (stereo unspecified)	-1.1	1369	i	-3	-14%	-0.58	-0.28	-0.72	0.53	i	.	.	7	10	3.3	2.0	8.6	-28%
Cc1ccccc1NC(=S)/C(=C(\[O-])c1ccc(C)c([N+](=O)[O-])c1)[n+]1ccccc1	-0.21	1339	i	2	18%	0.54	-0.22	0.48	-1.3	i	-0.4	878	1	8	3.6	3.1	2.5	15%
Cc1ccccc1N(CC(=O)NC1CCCC1)C(=O)C1(C)CC(=O)N=C2C=CC=CN21 (stereo unspecified)	-0.04	1161	i	32	-8%	-0.85	-0.19	-0.41	0.18	i	-1.1	1146	-15	-26	3.1	1.9	3.0	-1%
N#CC(c1ccccn1)(c1ncc(C(F)(F)F)cc1Cl)N1CCOCC1 (stereo unspecified)	.	.	i	-2	-1%	0.12	-0.22	-0.46	0.55	i	.	.	5	18	0.9	2.6	11	-5%
CC(C)CNC(=O)c1c2c(nc3ccccc13)-c1ccccc1CC2	.	.	i	12	0%	1.1	-0.21	0.14	-0.31	i	.	.	0	-10	3.2	1.6	2.6	6%
COc1ccc(-n2c(=S)[nH]c3cc(C(=O)NCc4ccco4)ccc3c2=O)c(OC)c1	2.4	820	i	-6	12%	-0.19	-0.14	0.042	0.5	i	-4.0	922	-11	-20	1.9	2.4	7.1	6%
CN(CC(=O)Nc1ccc(N2CCOCC2)cc1)CC(=O)Nc1cccc(C#N)c1	.	.	i	-8	4%	-0.32	-0.27	0.57	0.37	i	-0.1	895	-9	-12	4.9	3.8	5.8	0%
Cc1cnn(C(=S)NCCc2ccccc2)c1	-0.16	1281	i	24	13%	-0.94	-0.23	-0.55	0.47	i	.	.	5	13	1.8	1.5	4.4	8%
c1ccc(-c2nnc(SCc3nc4ccccc4[nH]3)n2Cc2ccco2)cc1	0.51	1198	i	8	4%	0.47	-0.32	0.35	-0.13	i	-0.6	1498	18	7	2.3	1.8	6.5	-1%
O=C(CCCNC(=O)/C(=C\c1ccc(F)cc1)NC(=O)c1ccccc1)OCc1ccccc1	-0.21	1616	i	5	9%	-0.47	-0.15	-0.33	-0.22	i	-0.9	1332	-5	-16	1.5	1.6	8.9	3%
COc1ccc(NC(=O)C2CCN(C(=O)NC3CCCCC3)CC2)c(OC)c1	1.4	1225	i	-1	1%	-0.78	-0.2	-0.48	0.69	i	-4.3	960	16	9	1.7	1.9	8.6	8%
Cc1cc(S(=O)(=O)N2CCCCCC2)c(Cl)cc1Cl	0.18	800	i	1	-2%	-0.52	-0.14	-0.16	0.78	i	-9.2	1149	1	-7	1.6	1.8	8.6	-8%
O=C(Nc1c(F)c(F)c(F)c(F)c1F)NC1CCCCC1	0.11	1254	i	-5	10%	0.49	-0.046	0.3	1.8	i	-5.3	1322	13	-14	3.1	2.6	3.3	6%
CC(C)CNC(=O)c1cccc(NC(=O)Cc2ccc(Cl)cc2)c1	0.04	1237	i	-5	-2%	0.11	-0.27	-0.069	-0.14	i	-1.2	942	-8	-21	2.1	3.8	5.3	2%
O=C(CCNC(=O)Cn1ccc2ccccc2c1=O)NCCc1ccccc1Cl	0.58	1519	i	23	9%	0.98	-0.27	0.68	-0.01	i	-0.8	1039	2	6	2.0	3.0	7.5	3%
O=C(Nc1nnc(-c2ccccc2Cl)o1)c1cc2cc([N+](=O)[O-])ccc2s1	-0.13	1148	i	9	-17%	-0.26	-0.23	-0.58	0.086	i	-0.1	442	21	10	1.4	2.1	1.5	-23%
O=C(CN1C(=O)NC2(CCCCC2)C1=O)NCCC1=CCCCC1	.	.	i	7	4%	0.13	0.28	0.79	-0.25	i	.	.	24	7	3.3	1.8	5.7	7%
CCOC(=O)c1ccccc1NC(=O)CC(C)CC(=O)O (stereo unspecified)	-0.27	1726	i	14	10%	-0.63	-0.26	0.012	0.3	i	-0.8	976	-37	-33	2.0	3.3	4.4	8%
CN1CCc2ccccc2C1Cc1ccccc1NC(=O)c1sc2ccccc2c1Cl (stereo unspecified)	-0.89	1467	.	.	.	0.12	-0.2	-0.19	0.057	i	-1.9	1054	.	.	.	.	.	.
Cc1cc(C)cc(OCC(=O)NNC(=O)CN2C(=O)c3ccccc3C2=O)c1	.	.	i	20	-5%	1.3	-0.063	1.1	-1	i	1.4	874	18	-4	10	1.7	6.5	-8%
CC(NCc1ccc(F)cc1)C(=O)NC1CCCCC1 (stereo unspecified)	-0.41	1687	i	11	-5%	-0.7	-0.24	-0.21	0.24	i	-1.6	1056	-13	-1	2.5	2.6	6.8	-2%
CN1CCc2nc3ccccc3c(C(=O)OCC(=O)N(CCC#N)c3ccccc3)c2C1	-0.06	1277	i	9	-31%	-0.48	-0.24	-0.076	0.16	i	0.8	1095	-1	0	1.2	1.0	4.2	-10%
Cc1cc(NC(=O)COc2ncnc3sc(C)c(C)c23)no1	-0.15	1243	i	1	4%	-0.74	-0.22	-0.1	-0.77	i	.	.	0	9	3.0	1.5	4.5	0%
CC1(C)CC(=O)C=C(Nc2ccc(F)cc2)C1	1.4	1385	i	6	4%	-0.49	0.31	0.065	1.1	i	-0.2	1015	-1	11	2.6	1.4	3.6	-7%
O=C(Nc1cccc(Cl)c1N1CCOCC1)c1ccc([N+](=O)[O-])o1	0.45	914	.	.	.	-0.11	-0.26	0.36	-0.12	i	2.7	1256	.	.	.	.	.	.
C/C(=C\C(=O)C(F)(F)F)Nc1ccc(C)cc1	-0.21	1262	i	9	-16%	2.8	-0.12	1.4	-2	i	.	.	11	-2	3.4	1.8	4.4	-14%
COc1ccc(S(C)(=O)=O)cc1S(C)(=O)=O	-0.29	1248	i	-7	3%	0.074	0.12	0.054	0.58	i	.	.	-16	7	4.3	2.1	2.6	-3%
Cn1c(-c2nnn(-c3ccc(F)cc3)n2)cc2ccccc21	0.92	1217	i	-3	-18%	0.83	-0.092	0.86	-1.7	i	2.4	1043	0	4	0.9	0.4	0.6	-3%
CCC1(Cc2ccccc2)NC(=O)c2ccccc2O1 (stereo unspecified)	-0.12	1240	i	-16	2%	-0.99	-0.2	-0.69	-0.25	i	3.4	1048	-8	-7	2.2	2.1	5.9	0%
CC(NC(=O)Cc1ccc([N+](=O)[O-])cc1)c1ccc2c(c1)OCO2 (stereo unspecified)	-0.37	1205	.	.	.	-0.13	-0.8	0.12	0.39	i	1.1	1300	.	.	.	.	.	.
O=C(c1ccc(Cn2cc(Br)cn2)o1)n1cccn1	-0.18	1790	i	-1	6%	-0.006	-0.26	-0.03	-0.04	i	0.8	1031	18	13	4.3	1.7	8.0	11%
CCOC(=O)c1cc2c(nc1N)CC(C)(CC)OC2 (stereo unspecified)	0.55	899	i	-12	3%	0.87	-0.099	0.55	-0.24	i	-1.8	962	8	6	1.4	2.7	9.7	1%
Cc1ccc(S(=O)(=O)N(C)CC(=O)N2CCN(c3ccccn3)CC2)cc1	-0.05	1226	i	-3	11%	0.3	-0.19	0.23	0.012	i	.	.	-14	-9	1.7	1.9	5.3	9%

Exported with two lines to a compound: entries from further up.
Order of results – Ins promoter up | Ins promoter up cell count | Autophagy HCS | Autophagy HCS cell loss 18 h | PMI inhibitors | Dynein cargo inh | Dynein cargo inh cytoplasmic EGFP | Dynein cargo inh nuclear GR-EGFP | Dynein cargo inh cell count | Yfh1-depleted yeast | b-catenin transl | b-catenin transl cell count 5 µM | WT yeast gro inh | WT yeast gro inh mutant strain | MT stabilizer | MT stabilizer Hoechst-high % | MT stabilizer cytotoxicity % | human PMI inhibitors
COc1ccc(S(C)(=O)=O)cc1S(C)(=O)=O
  -0.29 | 1248 | i | -7 | 3% | 0.074 | 0.12 | 0.054 | 0.58 | i | . | . | -16 | 7 | 4.3 | 2.1 | 2.6 | -3%
Cn1c(-c2nnn(-c3ccc(F)cc3)n2)cc2ccccc21
  0.92 | 1217 | i | -3 | -18% | 0.83 | -0.092 | 0.86 | -1.7 | i | 2.4 | 1043 | 0 | 4 | 0.9 | 0.4 | 0.6 | -3%
CCC1(Cc2ccccc2)NC(=O)c2ccccc2O1 (stereo unspecified)
  -0.12 | 1240 | i | -16 | 2% | -0.99 | -0.2 | -0.69 | -0.25 | i | 3.4 | 1048 | -8 | -7 | 2.2 | 2.1 | 5.9 | 0%

Source: PubChem (several laboratories)
